KB-V1 MDR tox: qHTS assay for MDR1-selective chemotherapeutics: Primary screen using the drug-selected MDR subline cells KB-V1; KB-V1 MDR cells viability, CellTiter-Glo, 72 h; Potency, µM (titrated, usually from 46.1 µM), without a hit: at the top dose activity change, negative = cytotoxicity, most hits filed as cytotoxic; hit rate 3.4% among 400,000; note: potency is the fitted concentration of half-maximal effect; % is set by controls: 0 for no effect and ±100 for the full control effect; nearly all actives have a fitted effect of over 60% in size
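Cells of the MDR subline KB-V1 are plated, dosed with compound at multiple concentrations, and incubated 72 h at 37 degrees C; CellTiter-Glo is then added and luminescence read after 10 min.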
D3 ag: qHTS of D3 Dopamine Receptor Agonist: qHTS; D(3) dopamine receptor (Homo sapiens), P35462; max activation, %; D3R DiscoveRx beta-arrestin cells, luminescence, 90 min; hit rate 0.58% among 410,000; in the data active = max activation above about 30%; note: 0% is about no effect; mostly tested at two doses, the higher about 12 µM
Target sequence (P35462 whole entry, looked up): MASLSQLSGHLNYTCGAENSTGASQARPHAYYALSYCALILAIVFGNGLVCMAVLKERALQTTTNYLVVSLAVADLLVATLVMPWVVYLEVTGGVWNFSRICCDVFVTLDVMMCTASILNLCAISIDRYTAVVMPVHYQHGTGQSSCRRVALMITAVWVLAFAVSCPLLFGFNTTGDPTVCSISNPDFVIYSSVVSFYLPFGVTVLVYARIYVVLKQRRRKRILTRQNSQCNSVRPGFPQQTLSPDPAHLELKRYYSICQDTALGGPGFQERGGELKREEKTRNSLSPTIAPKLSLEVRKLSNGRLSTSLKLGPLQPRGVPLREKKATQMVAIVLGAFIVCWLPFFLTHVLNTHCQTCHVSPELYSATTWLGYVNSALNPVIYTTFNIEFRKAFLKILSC
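Agonist-mode cell screen: cells plated at 1500/well and incubated overnight at 37 °C, then exposed to library compounds for 90 min at 37 °C. Detection reagent was added for 30–60 min at room temperature, and luminescence was read.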
HT1080-NT tox: qHTS for induction of synthetic lethality in tumor cells producing 2HG: qHTS for the HT-1080-NT fibrosarcoma cell line | HT-1080-NT fibrosarcoma viability, CellTiter-Glo ATP luminescence, 48 h | Potency, µM (highest dose often 46.1 µM), for inactives: at the highest dose activity, negative = less viability, usual class: cytotoxic | hit rate 1.6% among 360,000;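 note: NT is the 2HG producing partner of a matched IDH1 knockdown line; potency is the fitted concentration of half-maximal effect; 0% = DMSO-treated cells and -100% = media-only wells without cells; nearly all actives have a fitted effect of over 55% in size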
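HT-1080-NT fibrosarcoma cells (2HG-overproducing), 750 cells/well in RPMI with 5% FBS, dosed after 2 h and incubated 48 h at 37C. CellTiter-Glo luminescence normalized to DMSO and no-cell wells; concentration-response curves fitted and classed.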
DRD3 antagonist: qHTS of D3 Dopamine Receptor Antagonist: qHTS | D(3) dopamine receptor (Homo sapiens), P35462 | D3R cells, DiscoveRx beta-arrestin luminescence, antagonist mode; active compounds read low | max response, negative = inhibition, % | hit rate 2.5% among 360,000 | AID 652054, 2013; in the data active = max response below about -50%; inconclusive = no clear call, values can overlap the other calls; note: % is set by controls: 0 for no effect and ±100 for the full control effect; mostly tested at two doses, the higher about 12 µM
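Cells expressing the human receptor were seeded at 1500 cells/well, incubated overnight at 37 degrees C in 5% CO2, then exposed to library compounds with dopamine controls for 90 minutes at 37 degrees C before luminescent detection.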
IL-1B inflam inh: qHTS for Inhibitors of Inflammasome Signaling: IL-1-beta AlphaLISA Primary Screen. THP-1 LPS/ATP IL-1B secretion, AlphaLISA, 16 h; active compounds read low. hit rate 4.7% among 360,000. activity change, % at 57.5 µM; in the data active = activity change below about -50%; inconclusive = mostly about -30% to -49%; note: % is set by controls: 0 for no effect and ±100 for the full control effect
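Secreted IL-1B measured by AlphaLISA bead assay after 16 h compound exposure of THP-1 cells; compounds (final up to 57.5 uM) added 1 h before LPS (250 ng/mL) and ATP (1.25 mM) stimulation; lower signal means less secretion.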
GLP1R ag: qHTS of GLP-1 Receptor Agonists | Glucagon-like peptide 1 receptor (Homo sapiens), P43220 | HEK293 GLP-1R CRE-luciferase, luminescence, 4-6 h; cells express a hypersensitive GLP-1R form | Potency, µM (series often up to 45.6 µM), for inactives: top-dose activation, most hits filed as activators | hit rate 0.007% among 380,000; note: potency is the fitted concentration of half-maximal effect; % of control where 0% means no effect
Target sequence (P43220 whole entry, looked up): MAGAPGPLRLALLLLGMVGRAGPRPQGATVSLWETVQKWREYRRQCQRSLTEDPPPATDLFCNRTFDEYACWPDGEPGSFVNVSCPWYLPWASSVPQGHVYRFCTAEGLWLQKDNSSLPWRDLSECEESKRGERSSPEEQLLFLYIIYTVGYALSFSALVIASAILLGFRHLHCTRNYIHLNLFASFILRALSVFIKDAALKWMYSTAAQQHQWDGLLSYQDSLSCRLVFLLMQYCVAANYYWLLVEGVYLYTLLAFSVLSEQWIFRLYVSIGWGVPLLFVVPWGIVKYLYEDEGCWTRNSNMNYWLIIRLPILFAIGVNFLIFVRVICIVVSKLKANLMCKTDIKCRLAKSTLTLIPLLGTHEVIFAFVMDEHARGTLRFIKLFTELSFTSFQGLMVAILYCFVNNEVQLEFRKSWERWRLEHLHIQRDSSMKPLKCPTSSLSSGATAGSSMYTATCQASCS
SW480 rerep: A quantitative high throughput screen for small molecules that induce DNA re-replication in SW480 colon adenocarcinoma cells; SW480 DNA re-replication, Hoechst DNA content imaging, 48 h; Potency, µM (titrated, usually from 46.1 µM), without a hit: top-dose re-replication activation, most hits filed as activators; hit rate 1.8% among 340,000; note: potency is the fitted concentration of half-maximal effect; % of control where 0% means no effect; nearly all actives have a fitted effect of over 55% in size
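SW480 cells exposed to compounds for 48 hr at 37 C, 5% CO2, then Hoechst-stained 40 min. Nuclear DNA content imaged by fluorescence scanning (405 nm excitation, 500-530 nm emission); re-replication scored as increased high-intensity nuclei.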
HT1080 IDH1KD tx: qHTS for induction of synthetic lethality in tumor cells producing 2HG: qHTS for the HT-1080-IDH1KD cell line; Potency, µM (doses to about 46.1 µM), for the others: top-dose activity, negative = toxicity, most hits filed as cytotoxic; HT-1080 IDH1 knockdown viability, ATP luminescence, 48 h; hit rate 2% among 360,000;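 note: potency is the fitted concentration of half-maximal effect; 0% = DMSO wells and -100% = cell-free medium wells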
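IDH1KD HT-1080 cells, 750/well, RPMI + 5% FBS; compound pinned after 2 h settling; 48 h, 37 °C; CellTiter-Glo luminescence; % activity normalised to DMSO and no-cell wells; curves fitted, classed by r2 and efficacy.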
KB-3-1 cytotox: qHTS assay for MDR1-selective chemotherapeutics: Primary screen using the parental adenocarcinoma cell KB-3-1; KB-3-1 viability, CellTiter-Glo ATP luminescence, 72 h; hit rate 1.4% among 400,000; Potency, µM (top dose mostly 46.1 µM), for the others: at the top dose activity change, negative = cytotoxic, usual class: cytotoxic; note: potency is the fitted concentration of half-maximal effect; % is set by controls: 0 for no effect and ±100 for the full control effect; nearly all actives have a fitted effect of over 60% in size
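Multi-concentration cytotoxicity screen in KB-3-1 cells grown in DMEM lacking phenol red with 10% FBS. After 72 h at 37 °C with compound, ATP-dependent luminescence was recorded.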
* hit, by the source's call; u = inconclusive; x = no result given; [ ] = another dose, or the depositor's remark. Unless noted, calls come from the whole dose curve; as a rule, active = well fitted curve in the direction sought with a large enough effect; inconclusive = small, poorly fitted or top-dose-only effect, or another doubt; inactive = no such curve, though single readings can be large; an effect the other way counts as inactive or inconclusive.

SMILES	KB-V1 MDR tox	D3 ag	HT1080-NT tox	DRD3 antagonist	IL-1B inflam inh	GLP1R ag	SW480 rerep	HT1080 IDH1KD tx	KB-3-1 cytotox
CC(=O)c1ccc(NC(=O)Cn2c(=O)oc3ccccc32)cc1	u	-1	5%	19	13	0%	2%	7%	0%
Cc1ccc(Oc2ncc(CN3CC(C)OC(C)C3)s2)cc1 (centres undefined)	-7%	-5	-7%	0	28	0%	3%	-2%	-1%
Nc1[nH]ncc1-c1ccc(F)cc1	7%	-8	-4%	-7	-3	-4%	-8%	-6%	8%
Cn1c(C(=O)N2CCC(C(=O)N3CCN(Cc4ccc5c(c4)OCO5)CC3)CC2)cc2sccc21	-1%	-9	-3%	0	-1	-5%	-7%	-7%	-13%
O=C1NC2(CCCCC2)N=C1c1ccc(F)cc1	0%	1	5%	-4	0	-2%	-5%	8%	1%
CCCCN1C(C(=O)Nc2cc(C)on2)=C(O)c2ccccc2S1(=O)=O	0%	-10	9%	0	-9	0%	-4%	1%	-1%
CSc1ccccc1OCc1cc(C(=O)N2CCCC(C)C2)no1 (centres undefined)	u	-5	8%	-2	-12	-4%	0%	3%	9%
CC(C)Oc1ccc(N2CC(C(=O)Nc3ccc4c(c3)OCO4)CC2=O)cc1 (centres undefined)	-17%	-7	-10%	0	-7	4%	-5%	2%	-9%
CC(=O)Nc1ccc(NC(=O)CCOc2ccccc2C)cc1	10%	4	-1%	5	-2	u	-28%	-4%	1%
O=[N+]([O-])c1ccc(-c2ccc(/C=N/c3c(-c4ccco4)nc4ccccn34)o2)cc1	u	8	u	15	13	-2%	0%	u	-7%
O=C(NCc1ccccc1)C(c1ccccc1)n1c(=O)c(-c2ccco2)nc2ccccc21 (centres undefined)	-15%	7	1%	-11	-19	x	x	3%	16%
Cc1cc(C(F)(F)F)nc2c(Cl)c(C(C)(C)C)nn12	25%	-5	u	-13	35	7%	-68%[inhibitor]	6%	2%
O=C(Nc1ccc(F)cc1F)N1CCCCC1c1cccnc1 (centres undefined)	0%	-1	0%	15	13	-13%	0%	0%	-4%
CS(=O)(=O)c1ccc2nc(NC(=O)CN3CCC(Cc4ccccc4)CC3)sc2c1	-2%	-8	-5%	-12	28	7%	11%	-4%	-5%
CN1OC[C@@H]2CN(C(=O)Cc3ccccc3)[C@H](c3ccccc3Br)C[C@@H]21	-22%	-9	1%	-12	15	12%	x	0%	-1%
O=C1C=C(OCCF)CC(c2cccc([N+](=O)[O-])c2)O1 (centres undefined)	-7%	2	1%	10	6	x	x	-3%	-6%
N=c1sccn1CC(=O)N1CCc2ccccc21	11%	3	5%	-65*	-7	5%	-6%	3%	11%
Cc1ccnc(NC(=O)C2COc3ccccc3O2)c1 (centres undefined)	13%	-1	9%	-15	-4	-3%	3%	15%	0%
NC(=O)SCC(=O)Nc1ccc(Cl)c(Cl)c1	7%	1	-20%	0	-103*	-22%	u	u	7%
CC(C(=O)NC1CCCC1)N1C(=O)c2cccc3cccc1c23 (centres undefined)	-7%	-4	9%	-5	-17	9%	2%	-3%	-13%

A second format for part of the listing above.
compound | KB-V1 MDR tox | D3 ag | HT1080-NT tox | DRD3 antagonist | IL-1B inflam inh | GLP1R ag | SW480 rerep | HT1080 IDH1KD tx | KB-3-1 cytotox
O=C(NCc1ccccc1)C(c1ccccc1)n1c(=O)c(-c2ccco2)nc2ccccc21 (centres undefined) | -15% | 7 | 1% | -11 | -19 | x | x | 3% | 16%
CN1OC[C@@H]2CN(C(=O)Cc3ccccc3)[C@H](c3ccccc3Br)C[C@@H]21 | -22% | -9 | 1% | -12 | 15 | 12% | x | 0% | -1%
CC(C(=O)NC1CCCC1)N1C(=O)c2cccc3cccc1c23 (centres undefined) | -7% | -4 | 9% | -5 | -17 | 9% | 2% | -3% | -13%
Cc1cc(C(F)(F)F)nc2c(Cl)c(C(C)(C)C)nn12 | 25% | -5 | u | -13 | 35 | 7% | -68%[inhibitor] | 6% | 2%
CS(=O)(=O)c1ccc2nc(NC(=O)CN3CCC(Cc4ccccc4)CC3)sc2c1 | -2% | -8 | -5% | -12 | 28 | 7% | 11% | -4% | -5%

The results go on:
SMILES	KB-V1 MDR tox	D3 ag	HT1080-NT tox	DRD3 antagonist	IL-1B inflam inh	GLP1R ag	SW480 rerep	HT1080 IDH1KD tx	KB-3-1 cytotox
COc1ccc(CC(=O)OCCc2cc3cc(OC)c(OC)cc3c(=O)o2)cc1	-15%	10	-4%	-7	19	14%	u	-10%	-5%
N=c1c(C(=O)NC2CCCCC2)cc2c(=O)n3ccccc3nc2n1Cc1ccc(F)cc1	12%	-5	8%	-9	-2	7%	u	6%	-11%
Fc1ccc(Br)cc1/C=N/N1CCN(c2ccccc2)CC1	-11%	11	-2%	9	65	12%	-8%	0%	-3%
O=C(O)C1CCCCC1C(=O)Nc1ccc(Cl)cc1 (centres undefined)	15%	22	-1%	7	26	1%	-3%	-1%	9%
Cc1ccc(-c2nnc(-c3cccc(NC(=O)c4cccs4)c3)o2)cc1	12µM*	11	-2%	5	-3	-9%	0%	-14%	-3%
COC(=O)c1c(NC(=O)C2CCCCC2)sc2c1CC(C)(C)NC2(C)C	14%	-6	u	-14	u	20%	u	u	u
CCCOc1ccc(N2C(=O)CC(NCC#N)C2=O)cc1 (centres undefined)	2%	-7	23%	-23	-1	-16%	-2%	22%	12%
CC(=O)NS(=O)(=O)c1ccc(NC(=O)c2ccc3c(c2)NC(=O)CS3)cc1	3%	9	-1%	1	13	0%	-9%	2%	u
COC(=O)CSc1nc(C)c(C)c(C)c1C(N)=O	20%	21	23%	-3	6	8%	-112%[inhibitor]	19%	6%
CC(C)C[C@H](NC(=O)c1[nH]cnc1C(=O)Nc1ccccc1)C(=O)OC(C)(C)C	0%	-7	u	21	-11	-6%	13%	u	-12%
O=C(CC1SC(N2CCOCC2)=NC1=O)Nc1ccc(F)cc1 (centres undefined)	1%	-2	1%	-16	-12	-1%	-9%	-1%	-4%
CCCN(CCC)C(=O)Cn1c(=O)n(-c2ccc(Cl)cc2)c(=O)c2c3c(sc21)CCCC3	6%	3	x	x	x	-1%	x	x	9%
O=C(CN(C1CCCCC1)S(=O)(=O)c1ccc(Br)cc1)NCc1cccnc1	u	3	3%	1	6	7%	-1%	3%	18%
COc1ccc(S(=O)(=O)N2CCCCC2)cc1Br	-6%	-3	-2%	-1	-1	-2%	3%	3%	1%
Cc1cc(S(=O)(=O)N2CCOCC2)ccc1OCC(=O)N1CCC(C)CC1	-13%	-17	18%	-11	6	4%	0%	0%	0%
C#CC(CC)(CC)NC(=O)c1c(C)noc1C	8%	-30	-3%[9.24 µM]	-5	0	-12%	1%	-11%	-4%
CCOC(=O)c1cnn(-c2ccccc2)c1NC(=O)CCl	u	-8	-3%	1	-10	3%	-8%	15%	-18%
Cn1cc(S(=O)(=O)CC(=O)Nc2ccc3c(c2)OCCO3)c2ccccc21	2%	11	6%	-24	4	0%	1%	10%	4%
CCOC(=O)c1ccc(NC(=S)NCCCN2CCCCC2)cc1	u	-24	-14%	15	25	-20%	-6%	14%	-2%
COc1cccc(-c2[nH]nc3c2C(c2ccc(C)o2)C(C#N)=C(N)O3)c1 (centres undefined)	5%	-2	1%	-9	-15	-4%	-1%	5%	-8%
NC(=O)c1cccc(Nc2nc(C(N)COCc3ccccc3)cs2)n1 (centres undefined)	2%	-2	-18%	-65*	-26	-2%	x	-29%	-1%
Cc1nnc(SCC(=O)NC(C)(C)C)n1CCc1ccccc1	-10%	0	-9%	-21	19	2%	-1%	-6%	-1%
O=C(CNC(=O)c1cccc([N+](=O)[O-])c1)NC1CCCc2ccccc21 (centres undefined)	-12%	-5	11%	-1	19	-1%	-4%	19%	0%
CC(NC(N)=O)C12CC3CC(CC(C3)C1)C2 (centres undefined)	5%	15	-7%	-26	6	6%	-2%	-15%	4%
CC1(C)CC(=O)C=C(c2ccc(COC(=O)c3ccc(-c4ccccc4)cc3)cc2)C1=O	17%	2	6%	-3	15	-5%	x	12%	-4%
CCN1C(=O)[C@@H]2[C@@H](c3ccc(SC4CCCCC4)c(OC)c3)N3CCCC[C@@]3(C(=O)OC)[C@@H]2C1=O	-20%	-30	-13%	12	u	1%	4%	u	u
COc1ccc(S(=O)(=O)N2CCN(CC(=O)NC3CCCC3)CC2)cc1	-22%	0	12%	-9	31	0%	-2%	6%	10%
CCOC(Cn1cc([N+](=O)[O-])c(=O)[nH]c1=O)OCC	u	-2	1%	5	-5	7%	0%	2%	-3%
CNC(=O)c1sc(N2N=C3/C(=C\c4ccccc4)CCCC3C2c2ccccc2)nc1C (centres undefined)	x	20	-7%	22	-11	-5%	8.2µM*	-2%	x
Cc1nc2ncnn2c(C)c1CCC(=O)NCc1cccc(Cl)c1	0%	-9	x	x	x	0%	x	x	-1%
O=C(/C=C/c1ccccc1[N+](=O)[O-])c1ccccc1Br	u	-10	u	u	-104*	-9%	u	21µM*	u
COc1ccc(NC(=O)c2ccc(NC(=O)c3cccs3)cc2)cc1	10%	3	u	7	-8	7%	12%	u	1%
CCOCCCn1c(=NC(=O)c2ccco2)c(C(=O)OCC)cc2c(=O)n3cccc(C)c3nc21	u	9	0%	0	-20	21%	1.6µM*	-1%	4%
O=C(Nc1cc(C(F)(F)F)ccc1Cl)C(=O)N1CCCCC1	-4%	-4	20%	5	-4	1%	0%	-1%	-5%
Cc1sc(NC(=O)Cc2ccc3c(c2)OCO3)nc1-c1ccc2c(c1)CCN2C(=O)c1ccc(F)cc1	-5%	6	-14%	-22	-6	6%	0%	-17%	-28%

Source: PubChem
